Screening data (PubChem)
Mdm2-MdmX inh: human Mdm2/MdmX binding inhibition; O15151+Q00987; SaOS-2 split-luciferase Mdm2/MdmX complementation, luminescence; inhibition, % at 8 µM; actives 3% (n = 330,000); AID 485346;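 active means inhibition of at least 50% at 8 µM in the primary screen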
Jurkat NFkB inh: lowers PMA/ionomycin-induced NF-kB signal in Jurkat cells. PMA/ionomycin-induced NF-kB luciferase reporter, luminescence. inhibition, % at 4 µM. actives 0.53% (n = 330,000); in the data active means inhibition above about 50%
UPR XBP1 act: adaptive UPR (XBP1) activation; CHO-XBP1 luciferase reporter, IRE1-XBP1 UPR activation, luminescence; percent of tunicamycin response, DMSO as zero; activation, % at 20 µM; AID 463104; actives 0.33% (n = 330,000);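 active means versus positive control, 20 µM dose yields 30% or more activation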;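 further: 100% = tunicamycin at 10 µg/mL and 0% = DMSO only wells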
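Material: CHO-XBP1 cells stably carrying IRE1-XBP1-driven luciferase reporter | Medium: F12 with 10% serum | Compound dosing: 20 µM single concentration, DMSO 1% | Incubation: Overnight seeding at 37 °C, 6 h compound treatment at 37 °C | Detection: Steady-Glo luminescence read | Read-out basis: % activation of reporter signal versus tunicamycin and DMSO controls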
CCR6 antagonist: antagonists of human CCR6 receptor | P51684 | CHO-K1 CCR6 PathHunter beta-arrestin, luminescence, CCL20-stimulated | inhibition, % at 20 µM | actives 0.49% (n = 340,000);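 active means compounds whose inhibition of the agonist-driven luminescence signal at 20 µM reaches about 50%, limit read from the data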;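 further: cells stimulated with CCL20 at 14 nM final; plate controls were DMSO with CCL20 for no effect and DMSO without agonist for full effect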
EBI2 antag: blocks human EBI2 receptor beta-arrestin signaling; EBI2 beta-arrestin recruitment, luminescence, 7a,25-OHC stimulated; inhibition, % at 5 µM; actives 0.81% (n = 360,000); AID 651636; in the data active means inhibition above about 38%;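 further: enzyme fragment complementation signal reports receptor beta-arrestin coupling in cells; 0% = agonist plus DMSO wells and 100% = wells without agonist; some results beyond the cut were filed as inactive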
Target sequence (P32249 whole entry, looked up, the tested form may be a part): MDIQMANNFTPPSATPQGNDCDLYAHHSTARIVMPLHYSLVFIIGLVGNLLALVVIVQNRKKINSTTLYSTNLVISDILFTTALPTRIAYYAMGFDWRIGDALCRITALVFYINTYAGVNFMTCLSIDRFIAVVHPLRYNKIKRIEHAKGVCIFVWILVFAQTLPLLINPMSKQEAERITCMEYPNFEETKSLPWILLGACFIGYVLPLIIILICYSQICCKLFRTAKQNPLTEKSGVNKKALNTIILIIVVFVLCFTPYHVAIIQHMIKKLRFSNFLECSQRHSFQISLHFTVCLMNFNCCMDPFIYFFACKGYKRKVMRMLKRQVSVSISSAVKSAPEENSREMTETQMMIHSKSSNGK
697 NFkB inh: inhibitors of the PMA/ionomycin-induced NF-kB reporter in 697 B cells; 697 B-cell NF-kB luciferase reporter, 16 h; inhibition, % at 4 µM; actives 0.33% (n = 330,000); in the data active means inhibition above about 35%
UPR CHOP act: activators of apoptotic arm of unfolded protein response (CHOP); actives 0.34% (n = 330,000); CHO-CHOP luciferase reporter, UPR activation, luminescence; percent of tunicamycin response over DMSO baseline; AID 449763; activation, % at 10 µM;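 active means at 10 µM dose, activation of 40% or more, normalized to positive control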;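 further: 100% = tunicamycin at 10 µg/mL and 0% = DMSO alone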
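Material: CHO-CHOP cells, stable luciferase reporter of PERK-eIF2a-CHOP signalling; quantity: 500 reporter cells seeded per well; buffer or medium: F12 medium containing 10% fetal bovine serum; compound: one dose, 10 µM in 0.5% DMSO; incubation: 6 h compound treatment, 37 °C; measured by: Steady-Glo luciferase luminescence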
Gli-Sufu antag: antagonists of Gli-Sufu signaling. Sufu-KO-LIGHT fibroblasts, Gli luciferase reporter luminescence. inhibition, % at 5 µM. actives 0.74% (n = 340,000). AID 588413;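 active means inhibition above about 55%, limit read from the data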;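 further: 0% = DMSO-treated cells and 100% = wells with medium but no cells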
CXCR6 inh: blocks human CXCR6 beta-arrestin recruitment; O00574; AID 602244; CHO-K1 PathHunter CXCR6 beta-arrestin, luminescence; actives 0.36% (n = 360,000); inhibition, % at 20 µM; in the data active means inhibition above about 34%, passing the limit was not always enough;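 further: antagonist mode with CXCL16 agonist at 10 nM final; 0% = 10 nM CXCL16 with DMSO and 100% = unstimulated wells without agonist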
Target sequence (O00574 whole entry, looked up): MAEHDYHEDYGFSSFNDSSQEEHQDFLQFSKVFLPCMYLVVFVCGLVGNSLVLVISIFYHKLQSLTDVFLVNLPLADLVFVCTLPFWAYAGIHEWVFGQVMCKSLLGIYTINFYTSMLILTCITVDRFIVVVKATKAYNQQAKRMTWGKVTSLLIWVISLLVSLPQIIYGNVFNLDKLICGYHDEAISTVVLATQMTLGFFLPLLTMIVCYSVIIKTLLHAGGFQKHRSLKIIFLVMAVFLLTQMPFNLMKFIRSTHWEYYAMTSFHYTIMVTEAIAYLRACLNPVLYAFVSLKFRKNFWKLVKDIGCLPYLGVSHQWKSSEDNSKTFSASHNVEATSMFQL
Starred values were filed as active, the others as inactive; / = no result given; & = joins results of further samples.

canonical_smiles,Mdm2-MdmX inh,Jurkat NFkB inh,UPR XBP1 act,CCR6 antagonist,EBI2 antag,697 NFkB inh,UPR CHOP act,Gli-Sufu antag,CXCR6 inh
O=C(Nc1cccc(C(F)(F)F)c1)c1ccc2nc(-c3ccco3)c(-c3ccco3)nc2c1,15,-2,-3,25,5,-2,2.1,5,20
Cc1ccc(SCc2nc(-c3ccccn3)no2)cc1,-45,-54,0,21,-19,-51,2.5,-34,-7
COc1cc(CNc2ccc3[nH]c(=O)[nH]c3c2)ccc1OCc1ccc(Cl)cc1,-10,-72,3,-10,2,-32,15,-41,-17
CCCCCCC(=O)c1c(C)[nH]c(C(=O)OCC)c1C,-19,-18,3,17,17,-77,7.0,-9,0
COc1cc(CC(=O)Nc2sccc2C(N)=O)cc(OC)c1OC,16,-8,-3,1,1,22,-1.6,-15,-4
CCc1ccccc1NC(=O)C1CCCN1S(=O)(=O)c1ccc2c(c1)n(C)c(=O)c(=O)n2C (stereo unspecified),2,21,-3,1,-16,4,2.0,5,-6
CC1CCCCN1Cc1c(O)ccc2c(=O)c(-c3nc4ccccc4s3)c(N)oc12 (stereo unspecified),48,18,-3,13,6,-43,-2.6,29,6
CCCCNC(=S)N/N=C1\C(=O)c2cccc3cccc1c23,18,0,1,12,5,16,-2.7,11,12

An excerpt from above in order of the CCR6 antagonist value, ascending.
Structure | CCR6 antagonist
CCc1ccccc1NC(=O)C1CCCN1S(=O)(=O)c1ccc2c(c1)n(C)c(=O)c(=O)n2C (stereo unspecified) | 1
CC1CCCCN1Cc1c(O)ccc2c(=O)c(-c3nc4ccccc4s3)c(N)oc12 (stereo unspecified) | 13
CCCCCCC(=O)c1c(C)[nH]c(C(=O)OCC)c1C | 17

Going on with the list:
canonical_smiles,Mdm2-MdmX inh,Jurkat NFkB inh,UPR XBP1 act,CCR6 antagonist,EBI2 antag,697 NFkB inh,UPR CHOP act,Gli-Sufu antag,CXCR6 inh
CCCNC(=S)N1CCC(C(=O)c2ccc(F)cc2)CC1,23,14,-6,-4,-8,-7,2.8,-18,-6
CCN(CC(=O)NC1CCCC1)S(=O)(=O)c1ccc(C)cc1,8,-12,-1,-1,-8,1,4.3,-11,7
N#CCC(CNc1ncc(C(F)(F)F)cc1Cl)OC(=O)c1c(F)cccc1F (stereo unspecified),14,75*,-2,14,2,-3,-2.4,-3,-2
NC(=O)CC(NC(=O)Cc1ccc(Cl)cc1)c1ccc(NCC2CC2)c([N+](=O)[O-])c1 (stereo unspecified),-20,31,0,15,8,11,-1.1,-8,3
C=CC[C@H](CC(=O)N(CCO)Cc1ccccc1)C(=O)NC[C@@H](OC(=O)[C@@H](CC=C)Cc1ccc(F)cc1)c1ccccc1,23,-18,6,25,24,-15,6.3,3,36
O=C(NCCCN1CCOCC1)c1cc(-c2ccc3c(c2)OCO3)nc2ccccc12,5,-27,-1,8,0,-7,0.5,6,11
O=C(c1ccccc1-n1cccc1)N1N=C(C(F)F)CC1(O)C(F)F (stereo unspecified),4,-24,-1,7,-5,-35,0.8,-7,1
O=[N+]([O-])c1ccc(CS(=O)Cc2ccccc2)cc1 (stereo unspecified),/,/,/,4,6,/,/,-21,2
Cc1cc(/C(N)=N/OC(=O)c2ccc(Cl)cc2)no1,-102,-103,-3,1,5,-111,0.9,-28,-2
COc1cc(OC)cc(C(=O)Nc2ccc(CN3CCCCC3)cc2)c1,19,-15,-2,6,-4,1,-2.1,9,-1
Cc1cccc(OCC(=O)NCc2nc(-c3ccccc3)no2)c1,16,3,-9,6,-6,-2,-0.6,4,4
CC(=O)C(Cc1ccccc1)NC(=O)COc1ccc2c(c1)OCO2 (stereo unspecified),9,-15,-2,5,4,-23,-0.1,-6,-3
Cc1c(C(=O)Nc2ccc(F)cc2)sc2ncn(CC(=O)N3CCCCC3)c(=O)c12,7,10,-5,17,-8,6,1.4,1,-8
C=CCSc1nc2ccccc2c(=O)[nH]1,1,-4,2,3,-4,4,-1.7,-2,0
O=[N+]([O-])c1cccc(-c2nc(-c3ccccc3)c(-c3cccs3)[nH]2)c1,37,7,-1,-4,6,2,-1.1,19,7
CC(=O)Nc1ccc(S(=O)(=O)Nc2ccc(=O)n(Cc3ccc(Cl)c(Cl)c3)c2)cc1,8,1,-3,7,-1,6,-1.3,-2,2
C/C(=N\Nc1cccc(C(=O)O)c1)c1ccc2c(c1)Nc1ccccc1S2,-4,-10,-1,-1,-17,-15,-3.0,-35,-4
COc1ccc(/C=N/NC(=O)Cn2cc(C(F)(F)F)ccc2=O)cc1,-4,2,-1,-2,-2,6,1.3,0,6
COc1ccccc1CCC(=O)OCC(=O)c1c(N)n(CC(C)C)c(=O)n(C)c1=O,12,20,-6,4,-14,-32,6.4,7,-9
COc1ccccc1NC(=O)/C(=C\c1cccs1)NC(=O)c1ccco1,-7,-12,-2,8,-6,6,1.0,-2,5
COc1ccccc1-n1cnc2cc(C(=O)NCc3ccco3)ccc21,15,-15,-4,34,7,5,-0.9,-8,-1
C/C(N)=C(/C#N)C(=O)COC(=O)c1cc(-c2ccc(Br)cc2)nc2ccccc12,/,/,/,8&20,24&27,/,/,-6&1,0&13
Cc1cc(C)c(C)c(S(=O)(=O)N2CCC(C(=O)NNC(=O)c3ccccc3O)CC2)c1C,67*,-1,-2,7,0,11,-1.3,-1,14
O=C(Nn1cnc2ccccc2c1=O)c1ccc(Br)cc1,-32,-15,-2,5,-9,-8,-0.4,-4,-5

5 compounds from above, reduced to UPR XBP1 act, Jurkat NFkB inh and Mdm2-MdmX inh:
Compound	UPR XBP1 act	Jurkat NFkB inh	Mdm2-MdmX inh
Cc1ccc(SCc2nc(-c3ccccn3)no2)cc1	0	-54	-45
CCCCCCC(=O)c1c(C)[nH]c(C(=O)OCC)c1C	3	-18	-19
Cc1cc(/C(N)=N/OC(=O)c2ccc(Cl)cc2)no1	-3	-103	-102
COc1ccc(/C=N/NC(=O)Cn2cc(C(F)(F)F)ccc2=O)cc1	-1	2	-4
O=[N+]([O-])c1cccc(-c2nc(-c3ccccc3)c(-c3cccs3)[nH]2)c1	-1	7	37

(more compounds)
canonical_smiles,Mdm2-MdmX inh,Jurkat NFkB inh,UPR XBP1 act,CCR6 antagonist,EBI2 antag,697 NFkB inh,UPR CHOP act,Gli-Sufu antag,CXCR6 inh
Cc1cccc(NC(=O)CSc2nnc(CNC(=O)c3ccc(S(=O)(=O)N(C)C)cc3)n2-c2ccccc2)c1,1,4,-3,2,4,1,1.8,12,5
CCOc1cccc(C2C(C(=O)c3ccco3)=C(O)C(=O)N2Cc2ccncc2)c1 (stereo unspecified),-5,-6,0,5,1,-9,1.1,8,-2
CCc1c(C)sc(NC(=O)OC)c1C(=O)N1CCOCC1,-13,3,0,0,-3,3,-0.6,3,-1
CCOC(=O)CSc1nc(C)c(Oc2ccc(Cl)cc2Cl)c(=O)[nH]1,-16,-3,1,6,0,-1,0.8,-21,-4
Cc1ccccc1NC(=S)NC1CCN(Cc2ccccc2)CC1,7,16,-4,-2,-3,4,0.5,2,-7
O=C(Nc1cc(Cl)ccc1Oc1ccccc1)c1ccc(F)cc1,8,-2,-1,22,-3,-1,-3.3,1,9
CCOc1cc(N2CCOCC2)c(OCC)cc1NS(=O)(=O)c1cc(NC(C)=O)ccc1OC,5,3,-1,-6,-13,-7,-0.4,-6,-18
O=C(Nc1ccc(Br)c(Cl)c1)C1CC1,19,2,3,0,-6,2,2.7,6,-1

Going on with the list.
Second line of a record – Mdm2-MdmX inh	Jurkat NFkB inh	UPR XBP1 act	CCR6 antagonist	EBI2 antag	697 NFkB inh	UPR CHOP act	Gli-Sufu antag	CXCR6 inh
> CCN1C(=NCCN2CCOCC2)N[C@@H](c2ccccc2)C(C(=O)OC)=C1C
  17	-10	-2	6	-1	-13	-2.6	4	4
> COC(=O)c1ccccc1NC(=O)CSc1n[nH]c(C)n1
  5	0	-2	1	-7	19	-1.8	23	-10
> O=C(Cn1c(=S)[nH]c2ccccc2c1=O)NCCc1ccccc1
  -18	-4	-3	-4	-2	-31	1.2	-2	-3
> COc1cccc(CNC(=O)C2CCN(C(=O)N3CC(C)Oc4ccccc43)CC2)c1 (stereo unspecified)
  18	-2	1	0	-2	7	1.3	-3	0
> O=c1c(Cc2ccc(F)cc2)c(O)ccn1CCc1ccccn1
  -12	7	3	8	-2	16	0.2	-4	-3
> O=[N+]([O-])c1ccc(O)c(/C=N/NC2=NS(=O)(=O)c3ccccc32)c1
  0	12	0	10	10	7	6.5	22	2
> CCCc1nc(NCCCOCC)c2nnn(Cc3ccccc3)c2n1
  26	6	-5	-15	-12	-5	1.9	1	5
> CCCCc1ccc(S(=O)(=O)Nc2nnc(C)s2)cc1
  15	-15	-5	5	1	-4	1.1	5	5
> Cc1cc2cccc(C)c2nc1SCC(=O)NCC1CCCO1 (stereo unspecified)
  -9	6	1	16	3	-25	0.9	-2	8
> Cc1c(NC(=O)COC(=O)c2ccc(O)cc2)c(=O)n(-c2ccccc2)n1C
  6	-9	-4	1	-10	-16	0.1	-15	-3
> CCCCN(CC)C(=O)Cn1ncc2c1-c1cc(C)ccc1OC2
  5	5	-2	12	4	7	1.2	-2	0
> COCCCNC(=O)/C=C/c1cccc(Cl)c1
  19	-2	1	-11	4	7	0.7	-1	0
> CCCOP(=O)(OCCC)C(Nc1cccc(C(F)(F)F)c1)c1ccc(C)cc1 (stereo unspecified)
  31	-7	-2	20	23	15	-1.4	14	6
